Source: PubChem (National Center for Advancing Translational Sciences (NCATS))
VP16 counter – Gal4-VP16 reporter inhibition counter-screen; Drosophila S2 Gal4-VP16 UAS-luciferase, luminescence, 20 h; Potency, µM (series often up to 53.6 µM), without a hit: at the top dose activity, negative = inhibition, usual class: inhibitors; 310,000 compounds, 3.5% hits;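 note: Gal4-VP16 expression switched on by copper sulfate through the metallothionein promoter; potency is the fitted concentration of half-maximal effect; % is set by controls: 0 for no effect and ±100 for the full control effect; nearly all actives have a fitted effect of over 50% in size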
ELG1 genotoxic – induces genotoxicity in HEK293T cells with luciferase-tagged ELG1. HEK293T ELG1-luciferase reporter, luminescence, 16 h. Potency, µM (doses to about 46 µM), for the others: at the top dose activity change, positive = activation, usual class: activators. 330,000 compounds, 1.3% hits. AID 504466; note: potency is the fitted concentration of half-maximal effect; % of control where 0% means no effect; nearly all actives have a fitted effect of over 60% in size
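Genotoxicity was scored as increased ELG1-luciferase reporter signal, measured by ONE-Glo luminescence (30 min, room temperature). Compound or vehicle exposure of the HEK293T reporter cells lasted 16 hr at 37°C.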
Giardia kill – Giardia lamblia killing; activity change, % at 7.66 µM, hits read low; Giardia lamblia trophozoite viability; 340,000 compounds, 0.15% hits; AID 540267; in the data active = activity change below about -80%; inconclusive = between about -30% and that limit;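 note: parasites exposed to compound for two days anaerobically before the ATP read; % is set by controls: 0 for no effect and ±100 for the full control effect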
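Viability, read as ATP luminescence: trophozoites at 100 cells/well, compound added, 48 hrs anaerobic at 37 deg C, then 15-30 min room-temperature development before reading.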
KCNH2 3.1 inh – inhibitors of human KCNH2 3.1 potassium channel isoform | U2OS KCNH2 3.1, thallium flux FluxOr; stronger effect = lower value | activity change, % (tested at about 1.8 µM) | 340,000 compounds, 0.95% hits | AID 720553;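 active = maximum activity change below -70%; inconclusive = maximum activity change from -70% to -50%; inactive = maximum activity change above -50%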;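 note: thallium influx rate constant from kinetic fluorescence after stimulation buffer; % is set by controls: 0 for no effect and ±100 for the full control effect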
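FluxOr-based Tl+ influx in U2OS cells transduced with KCNH2 3.1 virus; rate constants normalized to DMSO controls.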
Coupling enz – inhibits coupling enzyme system, counter-screen for aldolase hits; coupling enzyme system counterscreen, AmpLite Red fluorescence; activity change, negative = inhibition, % at 58.2 µM, hits read low; 290,000 compounds, 0.67% hits; in the data active = activity change below about -30%; note: % is set by controls: 0 for no effect and ±100 for the full control effect
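Fluorescence at 525 nm excitation and 598 nm emission measured inhibition of the coupled detection system without aldolase. Compounds (at 57.5 uM final) were preincubated 10 min at room temperature with coupling enzyme reagent before a 20 min substrate/AmpLite Red step.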
FLuc counter – counter-screen for miR-21 project: firefly luciferase inhibitors or activators; purified FLuc, Km substrates, luminescence inhibition; Potency, µM (titrated, usually from 57.5 µM), for the others: top-dose activity change, negative = inhibition, hits mostly inhibitors; 360,000 compounds, 6.9% hits;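 note: potency is the fitted concentration of half-maximal effect; plate controls were vehicle for no effect and reference inhibitor for full effect; nearly all actives have a fitted effect of over 55% in size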
Target sequence (P08659 whole entry, looked up): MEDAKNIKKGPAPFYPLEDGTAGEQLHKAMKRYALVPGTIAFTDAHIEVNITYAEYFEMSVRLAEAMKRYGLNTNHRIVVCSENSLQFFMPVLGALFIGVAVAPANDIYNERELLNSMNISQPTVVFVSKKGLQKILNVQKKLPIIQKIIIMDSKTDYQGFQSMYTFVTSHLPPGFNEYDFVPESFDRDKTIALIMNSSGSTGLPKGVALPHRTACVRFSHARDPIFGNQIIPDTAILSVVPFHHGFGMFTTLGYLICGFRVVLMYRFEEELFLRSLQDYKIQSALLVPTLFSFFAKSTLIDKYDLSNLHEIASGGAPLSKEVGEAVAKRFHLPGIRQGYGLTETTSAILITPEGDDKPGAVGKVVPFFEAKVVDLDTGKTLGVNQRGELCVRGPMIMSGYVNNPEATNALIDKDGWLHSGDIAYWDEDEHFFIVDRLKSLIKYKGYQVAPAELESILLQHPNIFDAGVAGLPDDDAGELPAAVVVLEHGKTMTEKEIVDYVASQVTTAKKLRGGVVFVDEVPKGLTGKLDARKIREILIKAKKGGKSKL
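Purified P. pyralis luciferase (10nM final) with 10uM D-luciferin and 10uM ATP (Km levels) in 50mM Tris acetate pH 7.5, 10mM Mg acetate, 0.01% Tween-20, 0.05% BSA; qHTS 6-point titration, ~60 µM downward; luminescence read.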
Rab9 prom act – activators of Rab9 promoter; Huh7 Rab9 promoter-luciferase reporter, luminescence, 24 h; Potency, µM (doses to about 9.22 µM), for the others: at the highest dose activation, negative = inhibition, usual class: activators; 320,000 compounds, 2.8% hits; note: potency is the fitted concentration of half-maximal effect; % of control where 0% means no effect; nearly all actives have a fitted effect of over 60% in size
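Stable Rab9-luc Huh7, 1500 cells/well, 2 h settle; cmpd in DMSO, 24 h, 37 °C/5% CO2; luciferase reagent 10 min RT; luminescence.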
Tb PFK inh – blocks T. brucei phosphofructokinase | O15648 | T. brucei PFK, ADP-Glo luminescence | Potency, µM (series often up to 57.5 µM), inactives show top-dose activity, negative = inhibition, usual class: inhibitors | 330,000 compounds, 0.17% hits;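 note: potency is the fitted concentration of half-maximal effect; 0% = uninhibited 1x PFK enzyme wells and -100% = no-enzyme wells; nearly all actives have a fitted effect of over 60% in size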
Target sequence (O15648 whole entry, looked up): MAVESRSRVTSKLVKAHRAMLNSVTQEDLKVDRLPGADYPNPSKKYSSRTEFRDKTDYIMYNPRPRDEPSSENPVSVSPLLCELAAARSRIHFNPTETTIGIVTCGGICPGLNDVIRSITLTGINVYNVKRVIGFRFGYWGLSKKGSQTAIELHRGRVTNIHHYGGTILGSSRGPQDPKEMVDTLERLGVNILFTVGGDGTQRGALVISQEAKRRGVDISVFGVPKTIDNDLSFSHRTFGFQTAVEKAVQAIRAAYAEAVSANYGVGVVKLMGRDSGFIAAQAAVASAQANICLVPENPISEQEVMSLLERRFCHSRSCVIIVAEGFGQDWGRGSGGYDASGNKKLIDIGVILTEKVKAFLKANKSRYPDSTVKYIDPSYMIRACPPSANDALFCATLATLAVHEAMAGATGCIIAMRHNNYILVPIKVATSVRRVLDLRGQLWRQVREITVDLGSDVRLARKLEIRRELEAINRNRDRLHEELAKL
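Activity is normalized to no-enzyme wells (full inhibition) and 1.25 nM enzyme wells (no inhibition). Reaction: 0.5 mM F6P, 0.1 mM ATP, 45 min RT, ADP-Glo luminescence; concentration-response curves fitted and classed by quality.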
NPC1 promoter act – NPC1 promoter activation. Potency, µM (series often up to 9.22 µM), for inactives: at the top dose activation, hits mostly activators. 320,000 compounds, 2.4% hits. AID 485313. Huh7 NPC1 promoter luciferase reporter, 24 h;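 note: potency is the fitted concentration of half-maximal effect; % of control where 0% means no effect; nearly all actives have a fitted effect of over 60% in size; reporter is driven by a mutant NPC1 promoter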
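Stably transfected Huh7 (NPC1 promoter→luciferase), 1500 cells/well in Opti-MEM + 10% FBS, 2 h settle, then compound 24 h at 37 °C. Luminescence after 10 min with Amplite reagent.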
RORgamma inh – ROR gamma (mouse) transcription inhibition. AID 2551. Potency, µM (doses to about 53.6 µM), for inactives: at the top dose activity change, negative = inhibition, usual class: inhibitors. P51450. Drosophila S2 Gal4-RORgamma UAS-luciferase reporter, 20 h. 310,000 compounds, 5.4% hits; note: potency is the fitted concentration of half-maximal effect; % is set by controls: 0 for no effect and ±100 for the full control effect; nearly all actives have a fitted effect of over 60% in size
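A Gal4/UAS one-hybrid system in insect cells: metallothionein-promoter Gal4–ROR gamma fusion plus Photinus luciferase reporter. Copper sulfate 700 uM final, 20 hr ambient incubation, luminescent detection after 10 min with reagent.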
uPA generation – inhibitors of cell surface uPA generation; cell surface uPA generation assay, qHTS; AID 540303; 330,000 compounds, 0.31% hits; Potency, µM (titrated, usually from 38.3 µM), inactives show top-dose activity change, negative = inhibition, actives largely listed as inhibitors; active = well fitted inhibition curve with a large enough effect; inconclusive = small, poorly fitted or top-dose-only effect; inactive = no such curve, though single readings can be large or run the other way; tested in mouse RAW 264.7 cells; note: potency is the fitted concentration of half-maximal effect; % is set by controls: 0 for no effect and ±100 for the full control effect; nearly all actives have a fitted effect of over 55% in size
Active calls of the source: *; ? = inconclusive; · = no result given; & = joins results of further samples; [ ] = dose if it differs, or a comment. Unless noted, calls come from the whole dose curve; as a rule, active = well fitted curve in the direction sought with a large enough effect; inconclusive = small, poorly fitted or top-dose-only effect, or another doubt; inactive = no such curve, though single readings can be large; an effect the other way counts as inactive or inconclusive.

Under each structure – VP16 counter	ELG1 genotoxic	Giardia kill	KCNH2 3.1 inh	Coupling enz	FLuc counter	Rab9 prom act	Tb PFK inh	NPC1 promoter act	RORgamma inh	uPA generation
> Cn1cc(SCC(=O)Nc2nccs2)c2ccccc21
 : -1%	21µM*	-10	-6	-13	12µM*	?	4%	?	-3%	-1%
> CCn1c(SCC(=O)NC2CCCCC2)nnc1C(CO)NC(=O)c1ccccc1 (stereo not given)
 : 2%	-1%	-7	·	·	3%	-3%	-5%	-4%	5%	6%
> Cc1ccc(NC(=O)CN2C(=O)c3ccccc3C2=O)c(C)c1
 : -3%	3%	-20	-5	-2	0%	0%	-3%	5%	8%	-7%
> O=C(OCc1nnc(-c2ccccc2)o1)c1cc(F)c(F)cc1Cl
 : 4%	4%	47[activator]	0	-5	-12%	3%	-3%	-4%	2%	5%
> CC1CC(C)CN(c2nc(NCc3ccco3)nc(N)c2[N+](=O)[O-])C1 (stereo not given)
 : -19%	6%	35[activator]	1	-1	-4%	-3%	0%	-3%	15%	-1%
> Cc1ccc(C(=O)Nc2ccccc2-c2ccccc2)o1
 : 3%	-2%	3	-13	5	?	-3%	-3%	-1%	6%	-2%
> N=C1C(c2ccccc2)=C(O)CN1CCCO
 : -12%	-1%	-1	27	0	2%	1%	3%	-5%	3%	-6%
> O=C(CN1C(=O)N/C(=C\c2ccccc2OCc2ccc(C(=O)O)cc2)C1=O)Nc1ccccc1F
 : -3%	2%	-19	12	0	4%	-1%	-15%	0%	-3%	3%
> Cc1cc(Nc2ccccc2C(=O)O)nc2nc3ccccc3c(=O)n12
 : 2%	?	0	33	0	-1%	-4%	-5%	-2%	-14%	-5%
> COCCNC(=O)CN1CCOc2ccccc21
 : 2%	-1%	6	2	0	-1%	3%	3%	-2%	2%	-12%
> O=c1ccc(-c2ccc(S(=O)(=O)Nc3cccc(F)c3)o2)n[nH]1
 : 5%	4%	-5	9	0	4%	4%	1%	-1%	-5%	3%
> COc1ccc(C2c3c(oc4c(C)cc(C)cc4c3=O)C(=O)N2Cc2cccnc2)cc1OC (stereo not given)
 : 17%	0%	·	·	0	5%	-1%	4%	1%	-22%	·
> Cc1ccc(NC(=O)c2cc(C(=O)c3cc(Cl)ccc3O)cn(-c3ccc(C)cc3)c2=O)cc1
 : -16%	-10%	-14	1	0	3%	-12%	0%	-2%	?	-2%
> COc1ccc(-c2ccc(SCC(=O)Nc3cccc(C(C)=O)c3)nn2)cc1OC
 : 2%	-15%	14	4	4	6µM*	30%	4%	23%	-15%	-15%
> CSc1cccc(NS(=O)(=O)c2ccc3c(c2)oc(=O)n3C)c1
 : -11%	-3%	-22	0	3	-1%	-3%	-1%	-2%	0%	-12%
> COc1ccc(-n2nnc3c(SCC(=O)Nc4ccc5c(c4)OCCO5)ncnc32)cc1
 : ?	9%	·	·	3	7.6µM*	1%	-2%	4%	7.9µM*	·
> Cc1c(C(=O)NCC2COc3ccccc3O2)oc2ccc(S(=O)(=O)N3CC(C)CC(C)C3)cc12 (stereo not given)
 : -14%	1%	-7	-12	-12	-1%	-7%	-5%	0%	7%	14%
> CNS(=O)(=O)c1cc(-c2nnc(Nc3ccc(CC(N)=O)cc3)c3ccccc23)ccc1C
 : 6%	-1%	10	12	-3	-19%	-1%	0%	-1%	-3%	31%[activator]
> O=C(NCCCN1CCOCC1)C(=O)NCC1CCCO1 (stereo not given)
 : -10%	-1%	10	5	3	?	-2%	0%	-1%	-15%	4%
> Oc1ccc(C=Nc2cccc3ncccc23)c(O)c1
 : -8%	-7%	-2	-16	-37*	2%	-8%	2%	-2%	-28%	-6%
> O=C(Cn1c(=O)cnc2ccccc21)NCC(=O)Nc1ccc(F)c(F)c1
 : ·	-3%	34[activator]	5	·	6%	-5%	-16%	3%	·	-2%
> CCOC(=O)c1cc(-c2ccccc2)sc1NC(=O)C(C)(C)C
 : -7%	3%	1	·	3	0%	-6%	1%	0%	1%	7%
> COc1ccccc1NC(=O)CSc1nc(=O)n(CCN2CCOCC2)c2c1CCC2
 : ·	1%	12	-8	·	3%	-4%	-4%	2%	·	-3%
> O=C1NC(=O)C(c2ccccc2)(c2ccccc2)N1
 : -3%&-6%&3%&6%&-6%&0%	5%&0%&-2%	7&-17	0&-6	-14&5&-6&-6	2%&6%&12%	0%[46.1 µM]	-1%&-1%&6%	3%[46.1 µM]	?	7%&25%
> CC(=O)Nc1cccc(C(=O)N/N=C/c2cccnc2)c1
 : -4%	9%	3	-5	4	?	11%	-5%	2%	3%	-1%
> O=C(c1cnn2ccccc12)N1CCc2ccccc21
 : 1%	4.1µM*	7	-24	1	6.7µM*	1.8µM*	3%	3.2µM*	22%	?
> CN(C(=O)COC(=O)c1cc(-c2ccc(Cl)s2)nc2ccccc12)C1CCS(=O)(=O)C1 (stereo not given)
 : 7%	-15%	9	-2	-2	?	2%	-2%	-9%	22%	-5%
> CC(COC(=O)c1ccccc1)(COC(=O)c1ccccc1)/[N+]([O-])=C/c1ccccc1
 : -13%	1%	10	-7	-3	5%	-1%	-1%	-6%	-12%	4%
> CCCOc1ccc(/C(CC)=N/NC(=O)C2(C)CC2(Br)Br)cc1 (stereo not given)
 : -10%	-1%	1	-77*	2	-8%	-4%	5%	-1%	-34%	-4%
> Cc1ccccc1N(CC(=O)NCCSc1ccccn1)S(=O)(=O)c1ccccc1
 : 0%	-3%	4	-3	7	-1%	-3%	-5%	3%	-2%	8%
> Cc1ccc(N2C(N)=C(C#N)C(c3cccnc3)C3=C2CCCC3=O)cc1 (stereo not given)
 : -5%	1%	-4	1	-2	0%	-3%	-1%	3%	-11%	-6%
> COP(=O)(/C=C/c1ccccc1)C(O)c1ccc(F)cc1 (stereo not given)
 : -3%	8%	23	2	1	0%	0%	0%	0%	18%	3%
> NC(=O)CC(NC(=O)c1ccc(Br)cc1)c1ccc(NCc2ccc(F)cc2)c([N+](=O)[O-])c1 (stereo not given)
 : 1%	-2%	7	-31	5	0%	-1%	-8%	4%	26%	8%
> O=C(NNC(=O)C1CCCCC1)c1cnccn1
 : -10%	-1%	-14	-21	3	3%	5%	-7%	1%	-25%	·
> COc1ccccc1CCC(=O)N(Cc1ccccc1)c1c(N)n(Cc2ccccc2)c(=O)[nH]c1=O
 : -1%	-5%	-18	1	·	2%	2%	0%	1%	-1%	6%
> CCSc1nnc2n(N)c(=O)c3ccccc3n12
 : 15%	2%	·	·	1	-1%	-2%	4%	4%	24%	·
> Cc1ccc(S(=O)(=O)N2CCC(C(=O)OCC(=O)N(C)CC(=O)Nc3ccc(F)cc3)CC2)cc1C
 : ·	-2%	-9	-20	·	0%	-7%	1%	-13%	·	0%
> O=C(Nc1ccccc1N1CCCC1)c1ccc2ccccc2c1
 : -6%	-2%	-2	-21	1	15µM*	-3%	-3%	13%	7%	?
> CCn1nc(CC(=O)Nc2ccc(-n3cnnn3)c(OC)c2)c2ccccc2c1=O
 : -10%	2%	3	-7	5	-2%	2%	0%	-2%	9%	0%
> O=C(NCC1CCCCC1)c1cc(S(=O)(=O)N2CCCCC2)ccc1Cl
 : ·	-4%	0	-7	·	-3%	-3%	-3%	-1%	·	-2%
> Cc1cccc(NC(=S)NCC(c2cccnc2)N2CCOCC2)c1 (stereo not given)
 : -8%	0%	8	2	5	-1%	-3%	-11%	-4%	-3%	-4%
> CNC(=S)NNC(=O)c1cn(C)nc1C
 : 19%	1%	27	8	0	-9%	-5%	-6%	-1%	20%	-3%
> O=C(CSc1nnc(CN2CCCCC2)n1-c1ccccc1)c1ccc2c(c1)OCO2
 : -3%	-4%	2	-14	1	3%	-5%	-2%	-5%	-3%	-4%
> O=C(CCNC(=O)c1ccccc1)NCc1ccccc1F
 : ·	11%	10	-23	·	2.7µM*	19%	0%	10%	·	?
> S=C(Nc1ccccc1)N1N=CCC1c1ccccc1 (stereo not given)
 : 7.9µM*	?	12	6	1	17µM*	30%	2%	22%	?	·
> Cc1nnc(Sc2cc(NCCO)c([N+](=O)[O-])c3nonc23)s1
 : ?	-2%	-5	-13	-22	?	8%	5.4µM*	-1%	3.2µM*	-14%
> CC1(C)CC(=O)CC(C)(C)N1OC(=O)c1ccncc1
 : 3%	-1%	2	-13	0	0%	-2%	-2%	-1%	1%	0%
> CCc1ccc(C(=O)NNc2cc(Cl)cc(Cl)c2)cc1
 : -1%	0%	32[activator]	-34	1	-1%	1%	-8%	0%	13%	-3%
> COc1ccc(OCC(=O)Nc2ccccc2OC)cc1
 : -3%	9%	-2	-6	2	?	5%	0%	-2%	18%	-2%
> CC1(C)CC(=O)C2=C(C1)Nc1ccccc1N1C(=O)c3ccccc3C21 (stereo not given)
 : 1%	0%	1	2	3	1%	-1%	0%	-3%	-15%	7%

Outcome played no part in choosing rows, and some 14% of all compounds hit somewhere here.
